Screens: PubChem BioAssay, Sanford-Burnham Center for Chemical Genomics
Apaf-1 inh: blocks human Apaf-1 apoptosome activity; inhibition, % at 20 µM; 330,000 tested, 0.71% active; AID 489030; reconstituted apoptosome caspase-3 activity, DEVD-Rh110 fluorescence; active = inhibition of at least 40% at 20 µM;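 note: plate controls were DMSO wells for no effect and DEVD-CHO caspase inhibitor wells for full effect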
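Material: reconstituted apoptosome with Apaf-1, cytochrome c, caspase-9, procaspase-3, dATP / Buffer or medium: pH 7.5 Hepes buffer with CHAPS, BSA, DTT / Also added: cytochrome c with DEVD-Rh110 / Schedule: compound with Apaf-1, dATP, procaspase-3 30 min, then 50 min reaction, room temperature / Technique: rhodamine 110 fluorescence at Ex 480/Em 540 nm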
HKDC1 inh: HKDC1 (human) hexokinase inhibition | Q2TB90 | recombinant HKDC1, G6PDH/diaphorase resazurin coupled fluorescence | inhibition, % at 20 µM | 340,000 tested, 0.16% active | AID 493160;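 active = inhibition above about 35% when tested at 20 µM, limit read from the data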;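 note: plate controls were DMSO wells with enzyme for no effect and DMSO wells lacking enzyme for full effect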
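Incubation: 90 min at room temperature in dark / Material: recombinant HKDC1 (HK5) hexokinase enzyme, produced in-house / Quantity: enzyme 5 µg/mL final / Compound: one dose of 20 µM, 1% DMSO / Reagent: glucose and ATP substrates / Buffer or medium: Tris pH 8.0 buffer with MgCl2, Tween-20, BSA, BME / Technique: resorufin fluorescence at 613 nm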
PfGluPho inh: PfG6PD (Plasmodium falciparum) enzyme inhibition | PfGluPho enzyme, NADPH resazurin-diaphorase fluorescence | inhibition, % at 20 µM | 350,000 tested, 0.78% active | AID 504690;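 active = inhibition reaching at least a set limit at 20 µM in the primary screen, cut at about 59% in these data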;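 note: 0% = DMSO wells with substrate and 100% = DMSO wells lacking glucose-6-phosphate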
SENP8 block-1: SENP8 protease inhibition; purified SENP8, Z-RLRGG-aminoluciferin cleavage, luminescence; inhibition, % at 10 µM; 330,000 tested, 1.2% active; AID 2540; in the data active = inhibition above about 50%
Target sequence (Q96LD8 whole entry, looked up): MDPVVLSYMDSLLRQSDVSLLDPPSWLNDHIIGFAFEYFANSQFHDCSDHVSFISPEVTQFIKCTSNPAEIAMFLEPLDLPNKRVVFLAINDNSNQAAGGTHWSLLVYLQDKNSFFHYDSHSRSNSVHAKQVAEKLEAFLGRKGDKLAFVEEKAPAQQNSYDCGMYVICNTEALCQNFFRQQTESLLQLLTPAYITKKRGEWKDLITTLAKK
SENP8 block-2: inhibitors of human SENP8 protease; Q96LD8; recombinant SENP8, Nedd8 substrate fluorescence; inhibition, % at 20 µM; 360,000 tested, 0.64% active; AID 602440; in the data active = inhibition mostly above about 40%, no sharp cut-off; inactive = mostly below about 27%
SENP6 inh: inhibitors of human SENP6 protease; Q9GZR1; Recombinant SENP6 catalytic domain, aminoluciferin luminescence; inhibition, % at 10 µM; 330,000 tested, 1.8% active; AID 2599;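 active = inhibition above about 50% at the single tested dose, limit read from the data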;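 note: plate controls were DMSO wells with enzyme for no effect and DMSO wells lacking enzyme for full effect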
Target sequence (Q9GZR1 628-1112 limits assumed): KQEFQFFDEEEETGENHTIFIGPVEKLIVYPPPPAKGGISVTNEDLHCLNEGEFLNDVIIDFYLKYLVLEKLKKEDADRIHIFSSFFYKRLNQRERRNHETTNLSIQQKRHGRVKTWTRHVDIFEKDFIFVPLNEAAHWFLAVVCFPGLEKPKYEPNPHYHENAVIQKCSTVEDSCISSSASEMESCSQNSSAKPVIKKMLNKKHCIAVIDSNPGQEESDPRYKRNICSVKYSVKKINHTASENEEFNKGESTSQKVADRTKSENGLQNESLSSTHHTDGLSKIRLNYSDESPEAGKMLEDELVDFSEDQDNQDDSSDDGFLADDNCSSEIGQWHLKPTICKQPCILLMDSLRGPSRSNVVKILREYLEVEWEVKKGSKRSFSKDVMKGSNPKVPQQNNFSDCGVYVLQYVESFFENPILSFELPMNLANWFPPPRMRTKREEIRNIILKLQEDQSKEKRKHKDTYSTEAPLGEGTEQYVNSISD
SENP1 FRET inh: SENP1 (human) catalytic domain inhibition | recombinant SENP1 catalytic domain, CyPet-SUMO1-YPet FRET cleavage | inhibition, % at 10 µM | 360,000 tested, 0.21% active;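 active = inhibition at least 30% at 10 µM, raw YFP signal under a set limit, fluorescence ratio 0.5 to 1.5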;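 note: 0% = enzyme with DMSO and 100% = no enzyme wells; some results filed as inactive read as strong as hits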
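Material – human SENP1 catalytic domain · Input – SENP1 enzyme, 20 pM final · Compound dosing – single concentration of 10 µM compound, 0.5% DMSO final · Timing – enzyme reaction for 50 min at room temperature, dark · Measured by – FRET fluorescence in CFP and YFP emission channels · Control set – no-enzyme wells low, DMSO-plus-enzyme wells high control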
SENP7 block: SENP7 protease inhibition; Q9BQF6; inhibition, % at 5 µM; 330,000 tested, 1.5% active; recombinant SENP7, Z-RLRGG-aminoluciferin luminescence, 40 min; AID 434973;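 active = inhibition above about 50% at the single test dose, limit read from the data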;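 note: plate controls were DMSO with enzyme for no effect and no enzyme buffer wells for full effect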
Target sequence (Q9BQF6 706-1050 limits assumed): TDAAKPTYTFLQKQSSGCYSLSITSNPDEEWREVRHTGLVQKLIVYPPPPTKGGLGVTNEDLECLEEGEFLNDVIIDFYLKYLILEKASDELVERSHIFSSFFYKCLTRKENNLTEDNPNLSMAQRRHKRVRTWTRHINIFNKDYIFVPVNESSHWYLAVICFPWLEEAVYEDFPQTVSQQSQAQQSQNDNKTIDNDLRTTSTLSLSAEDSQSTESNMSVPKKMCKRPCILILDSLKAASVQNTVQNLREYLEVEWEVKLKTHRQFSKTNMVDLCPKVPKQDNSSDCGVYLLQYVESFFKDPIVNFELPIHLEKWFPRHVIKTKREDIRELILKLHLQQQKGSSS
The depositor's hits bear a star; i = inactive; x = not tested or not shown; & = joins results of further samples.

SMILES | Apaf-1 inh | HKDC1 inh | PfGluPho inh | SENP8 block-1 | SENP8 block-2 | SENP6 inh | SENP1 FRET inh | SENP7 block
O=C(CCc1nnc(CCc2ccccc2)o1)N1CCCCC1CCn1cccn1 (stereo not drawn) | 10 | -10 | 6 | 0 | 8 | -27 | 0 | -10
N#CC(C#N)=C1C=CC=CN1/C(=C\c1ccco1)C(=O)c1ccc(-c2ccccc2)cc1 | x | 21 | 33 | x | -151 | x | -37 | x
CC(C)CCN1CCN(Cc2cnc(-c3ccccc3)s2)CC1CCO (stereo not drawn) | 3 | -3 | -7 | -1 | 21 | -4 | -1 | 2
O=C(Cc1ccccc1)Nc1nnc(-c2ccccc2)o1 | 9 | -6 | -14 | -6 | 13 | -8 | -1 | -3
COC(=O)Cc1[nH]c(Cl)nc1C(N)=O | -12 | -2 | -6 | 3 | x | -2 | x | -6
CN(C)S(=O)(=O)c1ccc(C(=O)Nc2ccc(S(=O)(=O)NC3=NCCCCC3)cc2)cc1 | -3 | -5 | -1 | 2 | 15 | 4 | 0 | -1
COc1ccccc1C(=O)NC(=O)COC(=O)c1ccc([N+](=O)[O-])cc1Cl | -1 | 1 | 4 | -12 | 13 | -20 | -2 | -5
CCOC(=O)c1c(NC(=O)C2CCCN(S(=O)(=O)c3ccccc3)C2)sc2c1CCCC2 (stereo not drawn) | 6 | -7 | 6 | 3 | -81 | 7 | -1 | -3
CC(C)(C)c1ccc(C(=O)N2CCN(C(=O)c3ccco3)CC2)cc1 | 0 | 1 | 5 | 0 | 10 | 7 | -1 | -3
CCNC(=O)/C(C#N)=C/c1c(N2CC(C)OC(C)C2)nc2ccccn2c1=O (stereo not drawn) | -7 | -2 | -4 | 0 | -30 | -3 | -31 | 3
CN(C(=O)c1cnc(N2CCN(c3ncccn3)CC2)c2ccccc12)c1ccc(Cl)cc1 | 39 | 1 | 98* | -1 | -106 | -18 | 0 | -5
COc1cc(NC(=O)CCS(=O)(=O)c2ccc3c(c2)n(C)c(=O)c(=O)n3C)cc(OC)c1 | 6 | -4 | 8 | 0 | 6 | 12 | 2 | 3
CCOC(=O)c1sc2c(c1C)c(=O)n(CCO)c(=O)n2Cc1ccccc1 | 10 | 5 | -17 | -3 | 4 | 2 | 0 | -7
Cc1cccc(N2CCN(C(c3ccccc3)c3nnnn3C(C)(C)C)CC2)c1C (stereo not drawn) | 33 | 5 | 13 | -6 | 0 | -3 | 1 | -10
COc1cc(NC(=O)c2csc(-c3ccncc3)n2)cc(C(=O)Nc2cccc(C(F)(F)F)c2)c1 | 4 | 6 | 19&20 | -20 | -13&27 | -3 | -2&0 | -1
COc1ccc(Cl)cc1CN1C(=O)NC2(CCCCCC2)C1=O | 17 | 3 | -13 | -8 | 8 | -17 | 2 | -12
O=C(CSc1ncccn1)N1CCc2ccccc2C1 | 4 | -2 | -2 | -1 | 6 | 16 | 1 | 2
Cc1cc(NC(=O)c2ccc(-c3ccccc3[N+](=O)[O-])o2)no1 | -5 | 3 | 10 | 5 | 22 | 7 | 1 | -1
N=c1sccn1CC(=O)NCCc1ccc(Cl)cc1Cl | 6 | -10 | -15 | 7 | 27 | 14 | 0 | 7
CCNC(=O)NS(=O)(=O)c1cnccc1Nc1cccc(Cl)c1 | 8 | -5 | -13 | -12 | -1 | -10 | 1 | -4
CCOc1ccccc1NC(=O)CSc1nnc(CNC(=O)c2ccccc2F)o1 | -4 | -4 | 6 | -5 | 9 | 9 | 3 | 15
COCCNC(=S)N(Cc1cccs1)Cc1cc2cccc(C)c2[nH]c1=O | 11 | 12 | 8 | -3 | -10 | -30 | -2 | -1
COc1ccc(OCc2cc(C(=O)NC3CCc4ccccc43)no2)c(Cl)c1 (stereo not drawn) | -2 | -2 | 17 | 2 | -3 | -14 | 1 | -3
O=C(CN(C(=O)CSc1nnc(COc2ccccc2)o1)c1ccc(F)cc1)NC1CCCCC1 | 2 | -5 | 4 | 3 | 16 | 14 | -1 | 5
COc1cc([N+](=O)[O-])ccc1NC(=O)Oc1ccc(NC(C)=O)cc1 | 6 | 3 | 14 | -4 | 31 | -1 | 2 | 6

Next section, overlapping the part above by three compounds.
SMILES | Apaf-1 inh | HKDC1 inh | PfGluPho inh | SENP8 block-1 | SENP8 block-2 | SENP6 inh | SENP1 FRET inh | SENP7 block
COc1ccc(OCc2cc(C(=O)NC3CCc4ccccc43)no2)c(Cl)c1 (stereo not drawn) | -2 | -2 | 17 | 2 | -3 | -14 | 1 | -3
O=C(CN(C(=O)CSc1nnc(COc2ccccc2)o1)c1ccc(F)cc1)NC1CCCCC1 | 2 | -5 | 4 | 3 | 16 | 14 | -1 | 5
COc1cc([N+](=O)[O-])ccc1NC(=O)Oc1ccc(NC(C)=O)cc1 | 6 | 3 | 14 | -4 | 31 | -1 | 2 | 6
CSc1ccc(C(c2c(C)[nH][nH]c2=O)c2c(C)[nH][nH]c2=O)cc1 | 22 | -2 | 14 | -6 | 36 | 7 | -1 | -9
Cn1c(=O)c2[nH]c(C=Cc3ccc4c(c3)OCO4)nc2n(C)c1=O | x | 8 | -2 | x | -40 | x | -39 | x
CCC(C)(C)NC(=O)CN(Cc1cccs1)C(=O)C(=O)Nc1ccc2c(c1)OCCO2 | 2 | 0 | 5 | 7 | 5 | -31 | 1 | 7
CCNC(=O)COc1cc(C)c(Br)c(C)c1 | -11 | -5 | 9 | -1 | 9 | 9 | 2 | 2
Cc1csc2nc(CNS(=O)(=O)N(C)C)cn12 | 3 | -7 | 14 | -2 | 4 | 7 | -7 | 5
CC(C)CC(=O)N1CCN(C(=O)c2ccc(-c3ccccc3)cc2)CC1 | 1 | -2 | -5 | 4 | 14 | 8 | 2 | 0
CCCOC(=O)C(=O)NNc1ccccc1 | -10 | 5 | 8 | -2 | 2 | -9 | 3 | -2
Cc1noc(C)c1CSCC(=O)N(C)CC(=O)Nc1ccc(F)cc1 | 0 | 2 | 16 | -2 | 6 | -13 | 1 | -9
Cc1cc(C)nc(NC(=NCCc2c[nH]c3ccccc23)NC(=O)c2ccco2)n1 | 10 | -6 | 7 | -5 | 9 | -12 | 0 | 0
O=C(Nc1ncccc1O)c1cccc(S(=O)(=O)N2CCN(c3ccc(F)cc3)CC2)c1 | 6 | 6 | -13 | 2 | 15 | 5 | 0 | 7
O=C(COc1ncnc2c(Cl)cc(Cl)cc12)NCCC1=CCCCC1 | 1 | -7 | 0 | -14 | 7 | -5 | 0 | -3
Cc1ccc(OCCN(C)C(=O)c2cc(COc3ccc(F)cc3F)on2)cc1 | 23 | -1 | 9 | -2 | 5 | -5 | 1 | 8
Cc1ccccc1-n1c(SCC(=O)N2CCCCC2)nc(O)cc1=O | -4 | -8 | -5 | 7 | -3 | 5 | -1 | 1
COc1ccc(NC(=O)CSc2cc(C)ccc2C)cn1 | -13 | 1 | 5 | 1 | 2 | -5 | 1 | 8
Cc1cc(SCC(=O)Nc2cccc(S(=O)(=O)NC3=NCCCCC3)c2)nc2ccccc12 | 4 | -1 | 4 | 1 | 8 | 9 | 0 | -1
O=C(NCC(F)(F)F)Nc1ccccn1 | 15 | 11 | 11 | 7 | 7 | 24 | 2 | 5
O=C(N/N=C/c1ccccn1)c1ccc(NC(=O)c2ccccc2Cl)cc1 | 1 | -6 | 4 | 2 | 8 | -8 | -10 | -4
O=C(COC(=O)C1CC1)NC(=O)c1ccccc1 | -13 | -8 | 2 | 2 | 13 | -5 | 1 | 1
CCOC(=O)C1=C(O)/C(=C\c2ccc(OC)c(OC)c2)N=C1C | -8 | -11 | 6 | 4 | 0 | -13 | -8 | 3
Cc1ccccc1C(=O)N1CC(=O)Nc2ccc(F)cc2C1c1ccc(F)cc1 (stereo not drawn) | 7 | -1 | -5 | 2 | 17 | -14 | 0 | -3
Cc1cccc(CNC(=O)c2ccc3nc(Cc4ccccc4F)oc3c2)n1 | 14 | -5 | -8 | -2 | -2 | 20 | -8 | 5
CCOC(=O)c1c(CN2CCOCC2)oc2ccc(OC(C)=O)cc12 | -11 | -1 | -4 | -6 | 12 | -20 | 1 | 12
CCOC(=O)c1[nH]cnc1C(=O)NC1CCCCC1 | 12 | -4 | 6 | -3 | 16 | -6 | 3 | -3
CN(c1ccc(C(=O)N2CCCCCC2)cc1)S(=O)(=O)c1ccc(Cl)cc1 | 21 | -6 | 8 | -5 | 0 | -24 | 0 | 17
Cc1ccc2c(c1)N(C(=O)CCC(=O)O)CCO2 | 3 | -3 | -7 | 3 | 6 | 2 | 2 | 13
The list continues:
SMILES | Apaf-1 inh | HKDC1 inh | PfGluPho inh | SENP8 block-1 | SENP8 block-2 | SENP6 inh | SENP1 FRET inh | SENP7 block
O=c1c(OC2OC(CO)C(O)C(O)C2OC2OC(CO)C(O)C(O)C2O)c(-c2ccc(O)cc2)oc2cc(O)cc(O)c12 (stereo not drawn) | -29 | 0 | 7 | 10 | 38 | -5 | -2 | -7
Cc1ccc(NS(=O)(=O)c2cc(C(N)=O)ccc2C)cc1 | -19 | -6 | 20 | -4 | 18 | -22 | 2 | 2
N#CCc1cnc2ccccc2n1 | x | 6 | -20 | x | 21 | x | -43 | x
Cc1ccc2c(C)c(C(=O)N(Cc3cccs3)C3CCS(=O)(=O)C3)oc2c1 (stereo not drawn) | 18 | 7 | 10 | -1 | 6 | -20 | 0 | 1
COc1ccc(C)cc1S(=O)(=O)N1CCN(C/C=C/c2ccccc2)CC1 | -6 | -2 | 10 | 4 | -35 | 3 | -5 | 2
CCCCC#Cc1ccc(C(=O)NNC(=O)Nc2cc(Cl)cc(Cl)c2)o1 | -1 | -3 | -3 | -7 | 0 | 9 | 0 | 0
O=C(Nc1nnc(CCOCCOCCc2nnc(NC(=O)c3ccco3)s2)s1)c1ccco1 | -9 | 20 | 7 | 4 | -1 | 15 | -2 | 7
CCOC(=O)c1sc2nc(N3CCOCC3)c3c(c2c1N)CC(C)(C)N(C)C3 | 13 | 1 | 10 | -3 | i | -5 | -23 | -3
COc1ccccc1C(=O)NCCC(=O)NCc1cccs1 | 10 | 2 | 6 | -9 | -1 | -16 | 0 | -9
Cc1ccc(NC(=O)/C=C/c2cccc(C(F)(F)F)c2)cc1 | -4 | -4 | 1 | -8 | 22 | 2 | 1 | -4
O=c1c(Cl)c(Cl)cnn1Cc1nnc(-c2ccc(Cl)cc2)o1 | x | 22 | 12 | x | -33 | x | -4 | x
CCC1(c2ccccc2)NC(=O)N(CC(=O)Nc2cccc(S(=O)(=O)N3CCCC3)c2)C1=O (stereo not drawn) | -2 | -4 | 9 | 0 | -1 | -20 | -4 | -13
CCOC(=O)c1cc(-c2ccccc2)n(CCC(=O)O)c1C | 0 | -9 | 8 | -3 | 9 | -14 | 1 | -5
O=C(CCC(=O)Nc1ccc(F)cc1)N/N=C/c1cccc(Br)c1 | 12 | 6 | 113* | 5 | 12 | -16 | -2 | 3
Clc1ccc(OCCn2cnc3ccccc32)c(Cl)c1 | 12 | 1 | 4 | -22 | 8 | -8 | 2 | -5
O=C(CSC(=S)N1CCCC1)N1CCN(S(=O)(=O)c2cccc(F)c2)CC1 | -2 | -2 | -12 | -6 | 11 | -1 | 1 | -4
Cc1c(C(=O)NCC(c2ccco2)N(C)C)oc2c(Cl)cccc12 (stereo not drawn) | 7 | 2 | 3 | 9 | -24 | 5 | -5 | 6
